Bioassay records: PubChem, The Scripps Research Institute Molecular Screening Center
FBW7 activator: activators of human E3 ligase FBW7 | Q969H0 | AID 1259310 | normalized activity (activation), % at 26.1 µM | 650,000 compounds, 0.13% hits | AlphaScreen FBW7–phospho-cyclin E peptide binding, activator screen; in the data active = normalized activity above about 1.9%;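 also: purified mutant Fbw7 with reduced substrate affinity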
MITF primary: inhibitors of human MITF. AID 1259374. inhibition, % at 2.6 µM. 650,000 compounds, 0.91% hits. AlphaScreen MITF homodimerization, bead proximity signal; in the data active = inhibition above about 50%;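 also: 0% = vehicle wells with protein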
Target sequence (O75030 whole entry, looked up): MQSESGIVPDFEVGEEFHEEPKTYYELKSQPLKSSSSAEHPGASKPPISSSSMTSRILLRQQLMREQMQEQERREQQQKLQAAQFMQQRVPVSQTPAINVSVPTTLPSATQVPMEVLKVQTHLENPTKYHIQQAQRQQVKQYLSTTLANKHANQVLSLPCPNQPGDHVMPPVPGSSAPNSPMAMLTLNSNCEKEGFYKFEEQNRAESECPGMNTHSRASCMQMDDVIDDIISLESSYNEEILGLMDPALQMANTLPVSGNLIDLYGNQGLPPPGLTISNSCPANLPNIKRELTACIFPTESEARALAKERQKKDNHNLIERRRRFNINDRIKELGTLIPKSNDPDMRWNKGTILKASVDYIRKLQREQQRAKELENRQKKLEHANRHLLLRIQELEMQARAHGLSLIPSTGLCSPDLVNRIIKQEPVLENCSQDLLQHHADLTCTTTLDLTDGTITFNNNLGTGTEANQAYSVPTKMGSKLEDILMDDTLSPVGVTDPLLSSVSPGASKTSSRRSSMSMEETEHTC
GPR151 activ: activates the human receptor GPR151; Q8TDV0; activation, % at 11.2 µM; 650,000 compounds, 1% hits; AID 1508602; PathHunter beta-arrestin GPR151 cells, luminescence; in the data active = activation above about 4.9%;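 also: 0% = median of compound wells and 100% = cells with positive control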
Target sequence (Q8TDV0 whole entry, looked up): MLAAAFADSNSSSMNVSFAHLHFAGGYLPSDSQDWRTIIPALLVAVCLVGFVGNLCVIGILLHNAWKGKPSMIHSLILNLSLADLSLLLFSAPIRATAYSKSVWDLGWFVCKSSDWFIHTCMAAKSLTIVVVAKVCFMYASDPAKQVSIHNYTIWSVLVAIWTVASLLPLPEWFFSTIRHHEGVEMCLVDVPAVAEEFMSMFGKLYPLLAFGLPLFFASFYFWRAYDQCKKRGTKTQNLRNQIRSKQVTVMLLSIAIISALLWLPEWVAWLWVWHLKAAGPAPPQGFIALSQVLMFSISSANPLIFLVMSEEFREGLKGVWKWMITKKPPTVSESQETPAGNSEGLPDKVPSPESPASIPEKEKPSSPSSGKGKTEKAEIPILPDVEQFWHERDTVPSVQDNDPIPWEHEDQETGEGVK
TEAD-YAP inh: TEAD-YAP interaction inhibition. AID 1259422. 640,000 compounds, 1.4% hits. inhibition, % at 9.12 µM. HEK-TIYL cells, TEAD-Gal4/YAP UAS-luciferase luminescence; in the data active = inhibition above about 32%;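 also: 0% = median of test compound wells and 100% = reference inhibitor wells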
Starred values were filed as active, the others as inactive.

SMILES	FBW7 activator	MITF primary	GPR151 activ	TEAD-YAP inh
COc1ccccc1CNS(=O)(=O)c1ccc(F)c(C(=O)Nc2cc(Cl)ccc2OC)c1	0.7	2	-1.3	-15
CC1CCCN(Cc2cc(-c3ncccn3)ccc2O)C1 (stereo not drawn)	0.0	11	2.2	3
CC(C)c1cc(CNC(=O)CCc2nnc(CCCc3ccccc3)o2)on1	-0.1	-7	2.0	-39
COc1ccc([N+](=O)[O-])cc1NC(=O)COc1ccc(Cl)cc1	0.0	5	0.6	0
COCCNC(=O)c1cccc(OC2CCN(C(C)COc3ccccc3)CC2)c1 (stereo not drawn)	-0.1	1	-2.0	12
CC1CN(CCC(=O)Nc2ccc(Cl)c(C(F)(F)F)c2)CC(C)O1 (stereo not drawn)	0.1	5	0.4	-1
COc1ccccc1C(=O)N(CCCN1C(=O)c2cccc3cccc(c23)C1=O)c1ccccc1OC	-0.1	0	0.5	7
Cc1ccccc1N1C(=O)C2CC=CCC2C1=O (stereo not drawn)	0.0	10	0.0	10
C=C(Cl)CSc1nnc(Nc2ccccc2OCC)s1	0.6	-13	-1.9	-9
COCCNC(=O)C(=O)N/N=C/c1cccc(OC)c1O	-1.8	44	0.6	-10
COc1ccc(C(=O)OCC(=O)NC(=O)c2cccn2C)cc1S(=O)(=O)N1CCCC1	-0.1	7	0.0	8
N#Cc1cc2cc3c(cc2nc1NCCNS(=O)(=O)c1ccc(F)cc1)OCO3	0.0	-21	-0.1	-4
Cn1cc(CNC(=O)CC2C(=O)NCCN2Cc2ccc(F)cc2)cn1 (stereo not drawn)	0.2	8	-1.6	-9
Clc1ccc(CSc2nnc3nc[nH]n23)c(Cl)c1	0.1	-8	-0.7	6
COc1ccc(C(=O)Nc2nccs2)cc1I	0.0	17	1.0	-21
Cc1ccc(C)c(N2C(=O)NC3CC2(C)Oc2ccc([N+](=O)[O-])cc23)c1 (stereo not drawn)	0.1	7	0.6	3
C=CCn1c(C(C)NC(=O)c2ccccc2Cl)n[nH]c1=S (stereo not drawn)	1.0	8	-0.9	7
COc1ccc(OS(=O)(=O)c2ccc(S(=O)(=O)NCc3ccccc3)cc2)cc1	0.4	9	-0.5	20
O=C(Nc1ccccc1C(=O)NCCN1CCOCC1)c1ccco1	0.1	-2	-0.5	2
COc1ccc(NC(=O)c2cc(S(=O)(=O)NCCC3=CCCCC3)ccc2F)cc1	0.1	5	-1.4	20
CC(C)c1cc(C(C)C)c(S(=O)(=O)N2CCN(Cc3ccccc3)CC2)c(C(C)C)c1	-0.1	-1	0.6	-2
Cc1cc2c(NC(=O)[C@@H]3CCC[C@@H](N)C3)cccc2nn1	-0.5	15	-0.3	0
COC(=O)c1ccccc1SNc1ccccc1	-0.1	17	0.3	4
Cc1nnc(NC(=O)c2csc3c2CCCC3)s1	0.1	4	0.2	-14
CCOc1ccc(N(CC)S(=O)(=O)c2c(C)[nH]c(=O)[nH]c2=O)cc1	0.1	7	1.6	-4
Cc1nc(Cl)nc(N(C)c2ccccc2)c1[N+](=O)[O-]	0.2	9	-0.7	13
O=S(=O)(c1ccccc1)N(C1CC1)C1CCN(CCc2ccccc2)CC1	-0.2	-6	0.5	-2
O=C(CCl)Nc1nc2c(s1)CCCC2	0.1	6	0.3	-3
Cc1ccc(S(=O)(=O)N2CCN(C(=O)c3cccnc3)CC2)cc1	0.1	3	-0.2	0
CS(=O)(=O)N(C(=O)NC(=O)Nc1ccc(C=C(C#N)C#N)cc1)C1CCCCC1	0.1	14	-2.3	0
CCCOc1ccccc1/C=C1/SC(N2CCCC2)=NC1=O	0.2	7	-1.9	-12
CCCOC(=O)CN1C(=O)c2ccc(C(=O)OCCC)cc2C1=O	0.1	8	0.4	-5
CCOc1cccc(C(=O)Oc2cccc3ccc(C)nc23)c1	0.2	17	-1.0	3
CCN1CCN(C(=O)c2ccc(CS(=O)(=O)Cc3ccccc3F)o2)CC1	-0.1	-3	0.9	-5
Cc1ccc(C(c2c(C)[nH][nH]c2=O)c2c(C)[nH][nH]c2=O)cc1[N+](=O)[O-]	-0.6	-5	0.4	4
O=C(Cn1c(=O)sc2ccccc21)Nc1nncs1	-0.3	7	-0.2	12
CCOC(=O)N1CCN(C(=O)c2cc(COc3c(F)cccc3F)on2)CC1	-0.1	4	-0.6	-67
CCOc1cc(C2C(C#N)=C(N)Oc3n[nH]c(C)c32)ccc1OCc1cccc(F)c1 (stereo not drawn)	0.0	-6	0.1	15
Cc1ccc2nc(NC(=O)c3cccn(OCc4ccccc4)c3=O)sc2c1	-0.1	-6	-0.1	-14
Cc1c(C(=O)Nc2cc(Oc3ccccc3)cc([N+](=O)[O-])c2)sc2ncn(Cc3ccccc3F)c(=O)c12	0.1	9	0.7	6

Compound profiles (already shown):
CC(C)c1cc(C(C)C)c(S(=O)(=O)N2CCN(Cc3ccccc3)CC2)c(C(C)C)c1 is listed as FBW7 activator: -0.1; MITF primary: -1; GPR151 activ: 0.6; TEAD-YAP inh: -2
COc1ccc(C(=O)Nc2nccs2)cc1I is listed as FBW7 activator: 0.0; MITF primary: 17; GPR151 activ: 1.0; TEAD-YAP inh: -21

(further entries)
SMILES	FBW7 activator	MITF primary	GPR151 activ	TEAD-YAP inh
O=[N+]([O-])c1cncc([N+](=O)[O-])c1Nc1ccc(Cl)cn1	-0.3	-1	-0.4	10
COc1ccccc1N1CCN(C(=O)C23CC4CC(CC(C4)C2)C3)CC1	0.0	-7	1.8	-4
O=C(c1ccc(-c2ccccc2)c(F)c1)C1CCCN(Cc2ncc[nH]2)C1 (stereo not drawn)	-0.1	-3	-1.4	-20
Cc1ccc(OCc2cc(=O)n3cc(Br)ccc3n2)c([N+](=O)[O-])n1	0.0	9	-0.7	3
CCOC(=O)CS(=O)(=O)c1ccc(C(=O)N2CCCCCC2)cc1[N+](=O)[O-]	0.2	14	0.0	1
O=C(O)c1ccc(F)c(S(=O)(=O)NCCc2ccccc2)c1	-0.1	4	-0.2	7
Cc1cc(C)n2nc(CC(=O)Nc3ccc(CCC4CCN(C)CC4C)cc3)nc2n1 (stereo not drawn)	0.1	2	0.3	4
CC(=O)N1CC(C)Sc2cc(S(=O)(=O)NCc3ccccc3Cl)ccc21 (stereo not drawn)	0.1	5	0.1	4
CCCCn1c(=NC(=O)c2cccc(C(F)(F)F)c2)c(C(=O)OCC)cc2c(=O)n3ccccc3nc21	1.0	4	2.2	2
Cc1ccn2cc(CCNC(=O)Cc3ccc(Cl)cc3)nc2c1	0.4	18	-0.5	1
CCCC1CC(C)(c2csc(Nc3ccccc3C)n2)OC1=O (stereo not drawn)	-0.1	14	-1.6	12
COC(=O)[C@@H]1C[C@H](NC(=O)c2cc(C)nc3ccccc23)CN1Cc1c(F)cccc1F	-0.1	0	-0.3	3
O=C(COC(=O)c1cncc(Br)c1)NCc1ccco1	0.2	36	-2.5	2
Cc1ccccc1CSCC(=O)NCCSc1ccccn1	0.3	-5	0.0	-27
COc1ccc(NC(=O)c2ccc3c(=O)n(CCc4ccccc4)c(=S)[nH]c3c2)c(OC)c1	0.3	8	-1.3	-2
CCCc1[nH]nc2c1C(c1c(OC)ccc3ccccc13)C(C#N)=C(N)O2 (stereo not drawn)	0.0	7	-1.2	-9
O=C(NC(=S)Nc1cccnc1)c1ccc([N+](=O)[O-])cc1	-0.2	5	-1.3	2
N=C1/C(=C\c2coc3ccccc3c2=O)C(=O)N=C2SC=NN12	0.0	-2	1.0	4
CC1CCC(NC(=O)Cn2cc3c(n2)CCCC3)CC1 (stereo not drawn)	-0.1	-2	-0.1	-14
O=C(N/N=C/c1ccc2c(c1)OCO2)C1CC1C(=O)N/N=C/c1ccc2c(c1)OCO2 (stereo not drawn)	-0.1	8	-0.8	9
CCCNc1nc(-c2csc3ccccc23)nc2c1ncn2Cc1ccc(C(F)(F)F)cc1	0.1	9	-0.9	-7
CCOc1ccc(-c2noc(CCC(=O)Nc3ccccc3C)n2)cc1OC	-0.3	-7	0.2	4
CC1CCN(CCCNC(=O)c2ccc(Cn3c(=S)[nH]c4ccc(Br)cc4c3=O)cc2)CC1	-0.2	-5	1.9	-15
COc1ccccc1NC(=O)c1ccc(Oc2ccc(C(F)(F)F)cc2[N+](=O)[O-])cc1	-0.2	-5	-1.2	-3
CC1CCCCN1C(=O)c1cc(S(=O)(=O)N2CCOCC2)ccc1Cl (stereo not drawn)	0.0	11	0.6	9
COCCN(CCOC)S(=O)(=O)c1ccc(C(=O)Nc2sc3c(c2C(N)=O)CCN(C(C)=O)C3)cc1	0.0	8	2.6	24
O=C1c2cccc([N+](=O)[O-])c2C(=O)N1CNc1cc(Cl)ccc1Cl	-0.1	-1	-0.6	1
Cc1c(Cl)cccc1NC(=O)/C=C/c1ccc2c(c1)OCO2	0.1	-3	0.0	-33
S=C(c1cn(CCCOc2ccccc2Cl)c2ccccc12)N1CCCC1	0.0	-4	0.0	26
NC(=O)c1ccc(N2C(=O)C3CC3C2=O)cc1 (stereo not drawn)	0.1	-1	-0.1	0

A draw from above in order of heavy-atom count, smallest number first.
SMILES	FBW7 activator	MITF primary	GPR151 activ	TEAD-YAP inh
NC(=O)c1ccc(N2C(=O)C3CC3C2=O)cc1 (stereo not drawn)	0.1	-1	-0.1	0
CC1CCC(NC(=O)Cn2cc3c(n2)CCCC3)CC1 (stereo not drawn)	-0.1	-2	-0.1	-14
O=C(NC(=S)Nc1cccnc1)c1ccc([N+](=O)[O-])cc1	-0.2	5	-1.3	2
Cc1ccccc1CSCC(=O)NCCSc1ccccn1	0.3	-5	0.0	-27
N=C1/C(=C\c2coc3ccccc3c2=O)C(=O)N=C2SC=NN12	0.0	-2	1.0	4
O=C1c2cccc([N+](=O)[O-])c2C(=O)N1CNc1cc(Cl)ccc1Cl	-0.1	-1	-0.6	1
CC1CCCCN1C(=O)c1cc(S(=O)(=O)N2CCOCC2)ccc1Cl (stereo not drawn)	0.0	11	0.6	9
CCCc1[nH]nc2c1C(c1c(OC)ccc3ccccc13)C(C#N)=C(N)O2 (stereo not drawn)	0.0	7	-1.2	-9
CCOc1ccc(-c2noc(CCC(=O)Nc3ccccc3C)n2)cc1OC	-0.3	-7	0.2	4
O=C(N/N=C/c1ccc2c(c1)OCO2)C1CC1C(=O)N/N=C/c1ccc2c(c1)OCO2 (stereo not drawn)	-0.1	8	-0.8	9
COC(=O)[C@@H]1C[C@H](NC(=O)c2cc(C)nc3ccccc23)CN1Cc1c(F)cccc1F	-0.1	0	-0.3	3
CCCNc1nc(-c2csc3ccccc23)nc2c1ncn2Cc1ccc(C(F)(F)F)cc1	0.1	9	-0.9	-7
COCCN(CCOC)S(=O)(=O)c1ccc(C(=O)Nc2sc3c(c2C(N)=O)CCN(C(C)=O)C3)cc1	0.0	8	2.6	24

Going on with the list:
SMILES	FBW7 activator	MITF primary	GPR151 activ	TEAD-YAP inh
Cc1nc(NCCc2ccc(S(N)(=O)=O)cc2)c2c3c(sc2n1)CC(C)CC3 (stereo not drawn)	-0.1	2	-0.4	-12
CCOc1ccccc1CN1CCN(Cc2cc(F)ccc2F)CC1CCO (stereo not drawn)	-0.1	9	0.4	8
Cc1cccc(-c2noc(CCCC(=O)NC3CCCC3)n2)c1	-0.1	8	0.6	10
Cc1ccc(OCC(O)CN2CCc3ccccc3C2)cc1 (stereo not drawn)	0.6	-2	-1.0	9
Cc1cccc(N(CC(=O)NC2CCCCC2)C(=O)c2c(C)noc2C)c1	0.4	12	-0.5	10
CCOC(=O)N1CCc2c(sc(NC(=O)c3ccc(OC)cc3)c2-c2nc3ccccc3s2)C1	0.3	17	-3.1	5
